Compound activity (PubChem)
HTR5A ag = HTR5A agonism, opioid heterodimer counter-screen. actives 0.61% (n = 340,000). AID 504692. activation, % at 9.3 µM. HTR5A agonist assay, luminescence, cell-based. P47898; in the data active = activation mostly above about 9.5%, no sharp cut-off; inactive = mostly below about 7.6%;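 note: 0% = cells with vehicle only and 100% = reference agonist; strong numbers were not always called active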
DSG3 Ab inh = blocks pemphigus antibody binding to human desmoglein-3; P32926; DSG3-coupled beads, scFv-anti-DSG3-GFP binding, flow cytometry; stronger effect = lower value; binding (percent of control), % at 10 µM; actives 0.48% (n = 310,000); AID 588358;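 active = binding more than 3 SD below its plate's average and above zero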;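 note: hits lower antibody fragment binding to DSG3; some compounds called inactive have numbers as strong as hits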
PKA-R1A activ = activates the PKA-R1A holoenzyme complex. activation, % at 11.4 µM. P00514+P68181. actives 0.083% (n = 340,000). PKA-R1A dissociation, Cy5-IP20 fluorescence polarization; scaled: DMSO 0%, 113 µM cGMP 100%. AID 504707;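 active = percent activation above the mean of all tested compounds plus 3 SD, cut at about 19% in these data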;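 note: higher means more PKAc released from R1A so a rise in polarization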
PKA-R2B act = activates the human PKA-R2B holoenzyme complex; PKA-R2B holoenzyme dissociation, Cy5-IP20 fluorescence polarization; R2B truncated from residue 108, S112A mutant; 0% DMSO only, 100% 113 µM cGMP; P22694+P31323; AID 504700; actives 0.079% (n = 340,000); activation, % at 11.4 µM;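 active = activation above a cutoff set at the mean over all compounds plus 3 SD, cut at about 18% in these data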;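 note: higher means more holoenzyme dissociation and a rise in polarization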
DAGLB inhibitor = blocks human DAGLB lipase activity | actives 0.059% (n = 340,000) | AID 504411 | inhibition, % at 5.17 µM | Q8NCG7 | HEK293T DAGLB membrane lysate, EnzChek fluorogenic substrate; in the data active = inhibition above about 34%;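 note: 0% = enzyme with vehicle and 100% = wells lacking enzyme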
MOR-DOR ag = OPRM1-OPRD1 heterodimerization agonism | cells, luminescence | activation, % at 9.3 µM | actives 0.3% (n = 340,000) | P35372+P41143; in the data active = activation above about 18%;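 note: 0% = vehicle-treated cells and 100% = reference agonist; values of inactives mirror those of a sister screen read the other way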
Target sequence (P35372 whole entry, looked up): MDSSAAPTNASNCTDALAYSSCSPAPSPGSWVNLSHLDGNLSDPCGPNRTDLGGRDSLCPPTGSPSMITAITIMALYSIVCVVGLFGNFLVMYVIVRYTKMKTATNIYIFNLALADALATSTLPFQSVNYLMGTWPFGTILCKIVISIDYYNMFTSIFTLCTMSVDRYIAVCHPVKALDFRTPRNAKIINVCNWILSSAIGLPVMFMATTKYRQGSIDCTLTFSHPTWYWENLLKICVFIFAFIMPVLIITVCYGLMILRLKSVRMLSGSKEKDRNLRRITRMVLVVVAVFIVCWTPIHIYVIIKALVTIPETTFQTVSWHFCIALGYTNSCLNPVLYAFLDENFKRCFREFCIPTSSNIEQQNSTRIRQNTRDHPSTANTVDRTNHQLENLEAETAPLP
Target sequence (P41143 whole entry, looked up): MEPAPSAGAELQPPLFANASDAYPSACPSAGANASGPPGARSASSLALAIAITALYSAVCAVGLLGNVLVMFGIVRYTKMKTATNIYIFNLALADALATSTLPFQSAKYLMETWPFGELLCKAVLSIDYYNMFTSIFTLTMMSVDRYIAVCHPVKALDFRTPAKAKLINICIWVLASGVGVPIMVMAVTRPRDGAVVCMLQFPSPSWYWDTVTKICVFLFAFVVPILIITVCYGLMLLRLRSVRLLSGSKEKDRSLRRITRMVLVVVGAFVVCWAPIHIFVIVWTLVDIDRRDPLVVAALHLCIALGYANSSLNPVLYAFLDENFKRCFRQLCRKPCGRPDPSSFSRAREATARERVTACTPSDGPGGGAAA
V-ATPase pH = regulators of yeast V-ATPase proton transport. S. cerevisiae, pHLuorin cytosolic pH fluorescence. response, % at 10 µM. actives 0.37% (n = 350,000); in the data active = response mostly above about 7.3%, no sharp cut-off; inactive = mostly below about 5.4%; note: actives read high; inactives centre near 0; some compounds called inactive have numbers as strong as hits; reference of the scale not given here
MOR-DOR inv ag = mu-delta opioid heterodimer inverse agonism. P35372+P41143. cell-based MOR-DOR heterodimer luminescence. inhibition, % at 9.3 µM. actives 0.21% (n = 340,000); in the data active = inhibition above about 22%, passing the limit was not always enough;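 note: 0% = cells with DMSO and 100% = wells without cells with DMSO; values of inactives mirror those of a sister screen read the other way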
Arr AP2 block = human beta-arrestin and AP2 interaction inhibition; FITC-arrestin peptide / GST-AP2 beads, flow cytometry; AP2 beta2 appendage carries R879A mutation; inhibition, % at 10 µM; actives 0.31% (n = 340,000);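 active = inhibition above a set limit, near 3 SD of compounds lacking own fluorescence, cut at about 54% in these data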;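 note: plate controls were DMSO wells for no effect and 5 µM unlabelled arrestin peptide for full effect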
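System: GST-AP2 R879A glutathione beads | Also added: FITC-arrestin peptide, 50 nM | Times: 12 min plus 1 h, RT | Signal: Bead flow cytometry, FITC channel | Buffer or medium: PBS with 0.05% Tween 20 and 0.1% BSA | Read-out basis: Percent drop in bead-associated FITC signal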
HTR5A inv ctr = HTR5A inverse agonism, opioid heterodimer counter-screen. inhibition, % at 9.3 µM. AID 504634. actives 0.083% (n = 340,000). HTR5A cell line, luminescence. P47898; in the data active = inhibition mostly above about 23%, no sharp cut-off; inactive = mostly below about 18%;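 note: 0% = cells with DMSO and 100% = no-cell wells with DMSO; some compounds called inactive have numbers as strong as hits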
Starred values were filed as active, the others as inactive; . = not tested or not shown.

Each structure is followed by: PKA-R1A activ, HTR5A ag, PKA-R2B act, Arr AP2 block, MOR-DOR inv ag, MOR-DOR ag, HTR5A inv ctr, DAGLB inhibitor, DSG3 Ab inh, V-ATPase pH
- Cn1c(NNC(=O)/C=C/c2ccc3c(c2)OCO3)cc(=O)n(C)c1=O
→ -12, -2, -9, 33, 24, -4.6, -5, 1, 100, 3
- COc1cccc(C(=O)Nc2ccc(Cl)c(C(F)(F)F)c2)c1
→ -14, 3, 1, 10, -63, 10, -7, -5, ., -3
- CC(C)(C)OC(=O)NCCC(=O)Oc1ccc2ccc(=O)oc2c1
→ -10, -4, -7, -2, 5, -0.9, 8, 0, 111, 4
- CCOc1ccc(NC(=O)CN2C(=O)/C(=C3\SC(=S)N(C4CCS(=O)(=O)C4)C3=O)c3ccccc32)cc1 (configuration not stated)
→ -4, -1, -12, 21, 13, -2.4, 3, -2, 85, -1
- CC(C)(C)c1ccc(S(=O)(=O)Nc2ccccn2)cc1
→ -4, 1, -12, -28, 14, -2.9, 13, 0, 99, -1
- COc1ccccc1NC(=O)Cn1c(=O)oc2ccccc21
→ -4, 2, -5, 8, 8, -1.4, -12, -1, 105, 0
- CSc1ccc(NC(N)=S)cc1
→ -4, 2, 2, 36, 6, -1.1, -5, 2, 99, 0
- CC(=O)c1cccc(N(C(=O)Cn2nnc3ccccc32)C(C(=O)NCC2CCCO2)c2ccc(N3CCOCC3)cc2)c1 (configuration not stated)
→ -9, 4, -2, -3, 0, -0.1, -5, 2, 124, 2
- Cc1ccc(-n2ccc(=O)c(-c3ccnc(SCc4cccc(Cl)c4)n3)n2)cc1
→ -18, 14, -10, -5, 5, -1.3, -36, -3, ., -4
- Cc1cc(C(F)(F)F)nn1CC(=O)Nc1ccc(Br)c2cccnc12
→ -6, 9, -1, -1, -43, 7.1, -23, -9, 102, -1
- NC(N)=NC(N)=Nc1ccccc1
→ 2, 1, -7, 32, 14, -3.6, 10, 0, 98, 0
- Cc1ccc(N=C2NC(=O)c3cc([N+](=O)[O-])ccc32)cc1
→ 1, 4, -15, 11, -26, 5.0, 16, 1, 97, -2
- O=C(c1ccco1)N1N=C(c2cccs2)CC1c1ccco1 (configuration not stated)
→ -2, -2, -9, 6, 17, -3.4, 4, 1, 101, -5
- O=C(NCCOc1ccc(Cl)cc1)C1CC(=O)N(c2ccc3c(c2)OCCO3)C1 (configuration not stated)
→ -10, 2, -3, -2, 5, -1.2, -4, -1, 105, 4
- CCCCNC(=O)CNC(=O)c1nn(-c2ccc(OC)cc2)c(=O)c2ccccc12
→ -5, -2, -7, 36, 17, -3.4, 6, -1, 87, -1
- C=Cc1ccc2c(c1)N(C)C(=C)S2
→ -3, 0, 7, -14, -28, 5.6, -7, -2, 98, -1
- O=C(NC1CC(=O)N(c2ccc(Cl)cc2)C1)C1CC1 (configuration not stated)
→ 1, -4, -7, 6, 6, -1.1, -9, 0, 97, -5
- O=C(NC1CCSC1=O)c1ccc(Cl)cc1 (configuration not stated)
→ 3, 4, -6, 1, 10, -1.8, -1, 1, 95, -2
- CCOc1ccc(Br)cc1S(=O)(=O)Nc1ncn[nH]1
→ 7, 4, -9, 19, 3, -0.5, -11, 0, 113, 1
- CCc1ccc(OCc2nnc(SCC(=O)NC3CCCCC3)o2)cc1
→ -4, 3, -2, 14, -17, 3.2, -9, -4, 110, -2

Quoted at random: 2 records from the list.
Each structure is followed by: PKA-R1A activ, HTR5A ag, PKA-R2B act, Arr AP2 block, MOR-DOR inv ag, MOR-DOR ag, HTR5A inv ctr, DAGLB inhibitor, DSG3 Ab inh, V-ATPase pH
- COc1ccccc1NC(=O)Cn1c(=O)oc2ccccc21
→ -4, 2, -5, 8, 8, -1.4, -12, -1, 105, 0
- CC(C)(C)OC(=O)NCCC(=O)Oc1ccc2ccc(=O)oc2c1
→ -10, -4, -7, -2, 5, -0.9, 8, 0, 111, 4

(listing goes on)
Each structure is followed by: PKA-R1A activ, HTR5A ag, PKA-R2B act, Arr AP2 block, MOR-DOR inv ag, MOR-DOR ag, HTR5A inv ctr, DAGLB inhibitor, DSG3 Ab inh, V-ATPase pH
- CSc1ccccc1C(=O)Nc1nc2ccccc2c(=O)[nH]1
→ -1, 2, 3, 24, 8, -1.6, -4, -1, 106, 6
- CC(C)c1ccc(CN2CCSCC2)cc1
→ -8, 0, 3, 49, -8, 1.6, -5, -2, 98, 7
- O=C(NC1CC1)c1c(O)c2ccccc2[nH]c1=O
→ 1, -1, 3, -7, 0, 0.1, 4, 0, 96, -2
- CCCc1[nH]nc2c1C(c1c(C)nn(-c3ccccc3)c1Cl)C(C#N)=C(N)O2 (configuration not stated)
→ -16, 4, -15, -5, 14, -2.8, -4, -1, ., 1
- COc1cccc(-c2cc(C(=O)Nc3cccnc3)no2)c1
→ -13, 2, 11, -3, 4, -0.7, -11, -1, 100, 2
- O=C(NC1CCCCC1)C(=S)N1CCCC1
→ -2, 5, -2, -4, 1, -0.1, -6, 0, 101, -2
- O=C(c1ccc(Cl)cc1Cl)c1ncc(C(F)(F)F)cc1Cl
→ -4, 2, -7, 6, -7, 1.3, -1, -11, 97, 2
- CCC(=O)c1ccc(OCC(=O)Nc2cc(S(=O)(=O)N3CCCCC3)ccc2N2CCN(CC)CC2)cc1
→ -10, 3, -10, 14, 24, -4.9, 5, -2, 105, -7
- O=C(CSc1nnnn1-c1cccnc1)Nc1cccc(Cl)c1
→ 4, -4, 6, -3, -1, 0.2, 10, -1, 89, -4
- CCC(=O)NCc1cc(-c2nn(C)c(=O)c3ccccc23)ccc1C
→ -3, 2, -2, -1, 4, -0.8, -17, -1, ., -4
- Cc1ccc(OCc2nnc(N)s2)cc1
→ -1, -4, 1, 10, 6, -1.1, 13, 2, 103, 2
- CC(=O)c1ccc(N2CCN(C(=S)Nc3ccccc3F)CC2)cc1
→ 7, 2, 4, -2, -5, 0.9, -5, -1, 121, 0
- CC1(C)Cc2c(cnn2-c2ccc(F)cc2)C(NC(=O)c2ccco2)C1 (configuration not stated)
→ -1, 0, 5, -4, 8, -1.5, 1, 0, 103, 4
- O=C(/C=C/c1ccc(Cl)c(Cl)c1)NCc1ccco1
→ -2, -1, 2, 14, 11, -2.0, -7, -7, 130, -4
- COc1cc2oc(=O)cc(-c3cccc(-c4cccc(C)c4)c3)c2c(OC)c1OC
→ 3, 0, -3, 5, 12, -2.3, -2, -8, 98, 0
- COc1ccc(Nc2nc(C(=O)NCc3ccco3)cs2)cc1
→ -5, 0, 3, -10, 5, -1.0, 1, -3, 99, -1
- Cc1ccc2c(C)c(C(=O)N3CCN(c4ncccn4)CC3)oc2c1C
→ -12, -2, -4, -8, -13, 1.9, -35, -1, 102, -1
- CCc1ccccc1NC(=O)C(Cc1cccc(OC)c1OC)c1nn[nH]n1 (configuration not stated)
→ -12, -4, -17, 21, 6, -1.3, -17, -3, 84, -4
- Cc1ccc(NC(=O)c2ccc(N3CCCC3=O)cc2)cc1S(=O)(=O)N1CCCCC1
→ -2, -5, -10, 12, 13, -3.2, 13, 1, ., -1
- CCOC(=O)c1c(CN(CC)CC)n(-c2ccccc2)c2ccc(O)cc12
→ -8, 3, 0, 0, 9, -1.7, -11, -1, 98, 4
- O=C1[C@H]2CC3CCC2(O3)[C@@H]2OCCCN12 (some centres not stated)
→ -15, 1, -7, -5, 11, -1.9, 2, 4, 113, 1
- O=C(CCN=C1NS(=O)(=O)c2ccccc21)OCC(=O)c1ccccc1Cl
→ -9, 0, -17, 34, 20, -3.8, 0, -1, 100, 3
- CCOc1ccc(NC(=O)Nc2cc(C(C)C)c(O)cc2C)cc1
→ 2, 11, -1, -12, 12, -2.4, -43, 1, 89, 0
- CN(CC(O)COc1c(F)cc(Br)cc1F)C1CCCCC1 (configuration not stated)
→ 8, -4, 4, 1, -3, 0.5, 8, -2, 109, -5
- Cc1ccc(Cl)cc1N1CCN(S(=O)(=O)c2ccc(-c3ccc(=O)[nH]n3)o2)CC1
→ 3, -3, 7, 1, -49, 9.8, -13, 1, 101, 4
- COc1ccc2[nH]c(=O)c(CN(CCCN3CCOCC3)C(=O)NCc3ccccc3)cc2c1
→ 11, -5, -10, 7, 2, -0.4, -14, 1, 102, 3
- CCCCNC(=O)CCCCn1c(=S)[nH]c2c([nH]c3ccc(OC)cc32)c1=O
→ -2, 1, 1, -18, 2, -0.3, -12, 6, 97, -2
- CC(=C\c1ccccc1)/C=C1/SC(=S)N(C(C(=O)O)C(C)C)C1=O (configuration not stated)
→ 0, 2, -7, 11, 2, -0.3, -6, 12, 97, -1
- CCN(CC)CCCn1c2c(c(SCC(=O)Nc3cccc(C(C)=O)c3)nc1=O)CCC2
→ -11, 1, -13, 24, -13, 1.9, -3, -2, 102, -1
- COc1ccc2c(c1)CCC/C2=N/OC(=O)c1ccccc1OC
→ 10, -5, -6, -12, -3, 0.6, 13, -5, 89, 16
- COc1ccc(/C=N/NC(=O)Nc2cccc3nsnc23)cc1OC
→ -2, -3, 17, 4, -14, 2.0, -8, -3, 88, 0
- CCOC(=O)N/N=C/c1ccc(OCCSc2ccc(Cl)cc2)c(OCC)c1
→ -6, 2, 4, 9, 12, -2.2, -12, -1, 120, 0
- O=C(C1CCCN(S(=O)(=O)c2cccc3nonc23)C1)N1CCC(Cc2ccccc2)CC1 (configuration not stated)
→ -2, 2, 0, -6, -10, 2.5, 13, -5, 99, -3
- O=C(/C=C/c1ccc(F)cc1)Nc1ccc(S(=O)(=O)Nc2ncccn2)cc1
→ -10, -2, 4, 16, 9, -1.8, -3, 1, 101, -2
- O=C1CC(NS(=O)(=O)c2cccs2)CN1c1cccc(F)c1 (configuration not stated)
→ -19, -3, -9, -10, 17, -3.6, 12, 1, 108, -3
- Cc1cccc(N2CCN(C(=O)c3ccncc3)CC2)c1C
→ -7, 8, -5, 13, 12, -2.0, -23, 2, ., 1
- O=C(O)c1ccc(CSc2nnc(-c3ccco3)o2)cc1
→ 8, -5, 2, 3, 5, -1.1, 13, -2, 115, -5
- Cc1ccc(F)cc1NC(=O)COC(=O)C1CCN(c2ccc(C(F)(F)F)cn2)CC1
→ 2, 2, -8, -17, -20, 3.9, -6, -2, ., 0
- O=C(Nc1ccccc1[N+](=O)[O-])c1cc(S(=O)(=O)Nc2ccccn2)ccc1Cl
→ -7, -8, 3, 13, -4, 0.8, 20, -2, 112, 0
